IL2 activator: activates IL-2 in a cell-based reporter assay. actives 0.065% (n = 360,000). activation, % (series mostly up to about 46 µM). AID 652025. IL-2 activation reporter assay, cell-based qHTS; stimulated with anti-CD3/CD4/CD28 beads; in transgenic mouse T cells; in the data active means activation above about 50%; inconclusive means mostly about 30% to 49%; further: 0% is about no effect
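Unstimulated transgenic mouse T cells preincubated 60 min with compound, then stimulated with anti-CD3/anti-CD4-coated beads plus anti-CD28 for 18 h at 37 degrees C. IL-2 response read as EGFP and DsRed fluorescence by plate cytometry.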
PLK1 PBD inh: inhibitors of human PLK1 polo-box domain binding | Plk1 PBD binding of FITC phosphopeptide, fluorescence polarization | Potency, µM, without a hit: max response, negative = inhibition, actives largely listed as inhibitors | actives 2.8% (n = 360,000) | AID 720504; further: potency means the concentration at half of the fitted maximal effect; series mostly up to about 57 µM; on the % scale 0 is the no-effect control and ±100 the full control effect; nearly all actives have a fitted effect of over 65% in size
Abeta yeast res: A-beta toxicity reversal in yeast; yeast expressing A-beta42, growth rescue, OD600, 48 h; response scale: 0% DMSO, 100% iron-clioquinol control; Potency, µM (top dose mostly 46.1 µM), without a hit: at the top dose growth rescue, most hits filed as activators; actives 0.063% (n = 410,000); AID 1347071; further: potency means the concentration at half of the fitted maximal effect; nearly all actives have a fitted effect of over 55% in size
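Yeast A-beta toxicity model in growth medium with pinned compounds, 48 h at 30 C; growth read as absorbance at 600 nm. Normalized to FeCl3/clioquinol equimolar mix (positive) and DMSO (negative).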
WRN inhibitor: WRN helicase (human) inhibition; Q14191; WRN helicase unwinding, fluorescent forked duplex, kinetic; Potency, µM (highest dose often 114 µM), without a hit: at the top dose activity change, negative = inhibition, actives largely listed as inhibitors; actives 0.46% (n = 360,000); AID 651768; further: potency means the concentration at half of the fitted maximal effect; on the % scale 0 is the no-effect control and ±100 the full control effect; nearly all actives have a fitted effect of over 55% in size
Target sequence (Q14191 whole entry, looked up): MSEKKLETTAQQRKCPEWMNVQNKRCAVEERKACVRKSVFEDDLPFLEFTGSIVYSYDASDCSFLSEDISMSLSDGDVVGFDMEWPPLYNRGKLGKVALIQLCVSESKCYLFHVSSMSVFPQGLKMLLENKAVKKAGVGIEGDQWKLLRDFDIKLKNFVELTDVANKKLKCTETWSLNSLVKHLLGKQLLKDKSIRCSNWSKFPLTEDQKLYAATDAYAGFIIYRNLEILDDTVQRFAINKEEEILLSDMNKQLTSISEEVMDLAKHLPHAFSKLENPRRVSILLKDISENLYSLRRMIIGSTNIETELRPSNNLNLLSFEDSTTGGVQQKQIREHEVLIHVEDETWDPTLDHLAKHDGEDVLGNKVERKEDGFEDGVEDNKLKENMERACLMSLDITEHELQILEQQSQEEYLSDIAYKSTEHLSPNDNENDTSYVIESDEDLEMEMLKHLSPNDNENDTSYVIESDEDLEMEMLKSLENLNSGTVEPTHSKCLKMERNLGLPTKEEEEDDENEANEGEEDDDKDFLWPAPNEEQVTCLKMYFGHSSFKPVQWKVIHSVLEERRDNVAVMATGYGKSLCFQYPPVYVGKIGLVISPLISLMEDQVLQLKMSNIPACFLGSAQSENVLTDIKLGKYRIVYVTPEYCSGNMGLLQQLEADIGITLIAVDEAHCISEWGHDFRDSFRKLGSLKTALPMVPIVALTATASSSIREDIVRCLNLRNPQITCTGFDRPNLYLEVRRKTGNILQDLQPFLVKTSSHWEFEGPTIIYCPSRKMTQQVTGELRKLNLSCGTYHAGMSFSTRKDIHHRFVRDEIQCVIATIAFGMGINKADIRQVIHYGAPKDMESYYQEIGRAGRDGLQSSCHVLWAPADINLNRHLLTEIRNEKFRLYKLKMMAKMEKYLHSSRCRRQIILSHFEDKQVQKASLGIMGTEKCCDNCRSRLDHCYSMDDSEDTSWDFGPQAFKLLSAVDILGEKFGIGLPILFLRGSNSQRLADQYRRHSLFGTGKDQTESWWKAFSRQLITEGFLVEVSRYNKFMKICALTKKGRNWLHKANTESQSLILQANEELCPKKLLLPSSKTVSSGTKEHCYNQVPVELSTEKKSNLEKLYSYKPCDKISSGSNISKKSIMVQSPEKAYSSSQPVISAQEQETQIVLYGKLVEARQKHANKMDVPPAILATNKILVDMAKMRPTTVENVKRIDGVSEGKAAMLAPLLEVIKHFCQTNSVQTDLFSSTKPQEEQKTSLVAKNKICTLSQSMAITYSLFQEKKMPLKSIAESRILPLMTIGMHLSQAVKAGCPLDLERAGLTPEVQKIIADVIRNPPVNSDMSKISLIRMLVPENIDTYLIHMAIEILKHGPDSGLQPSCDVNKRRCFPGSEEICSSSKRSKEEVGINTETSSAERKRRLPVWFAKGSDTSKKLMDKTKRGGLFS
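Screening of the MLSMR collection measured strand separation of a quenched forked DNA duplex (100 nM) by 20 nM WRN with 2 mM ATP, all final. Compounds were preincubated with enzyme 15 min at room temperature.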
EPAC1 antag: blocks human EPAC1 exchange factor; Potency, µM (doses to about 115 µM), inactives show at the highest dose activity change, negative = inhibition, actives largely listed as inhibitors; EPAC1 GEF assay, Rap1b-BODIPY-GDP exchange fluorescence; actives 0.14% (n = 360,000); O95398; AID 720709;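 further: potency means the concentration at half of the fitted maximal effect; plate controls were vehicle for no effect and positive control for full effect; nearly all actives have a fitted effect of over 50% in size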
FUS suppressor: FUS proteinopathy suppression in yeast; S. cerevisiae FUS-expressing, growth rescue, OD600, 24 h; actives 0.24% (n = 390,000); Potency, µM (series often up to 76.6 µM), inactives show at the top dose growth rescue (activation), usual class: activators;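 further: potency means the concentration at half of the fitted maximal effect; plate controls were DMSO vehicle for no effect and reference control for full effect; nearly all actives have a fitted effect of over 55% in size; some results filed as inactive show a strong effect at the top dose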
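Yeast FUS proteinopathy model; galactose-induced FUS (2%), starting OD 0.005. Cpds in dilution series, 24hr, 30C, 99% humidity. Abs 600 nm growth. Pos ctrl CP55940 (top 92uM final); neg ctrl DMSO.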
EPAC1 ag: activates human EPAC1 exchange factor. Potency, µM (series often up to 154 µM), inactives show at the highest dose activation, actives largely listed as activators. actives 0.073% (n = 360,000). AID 720707. EPAC1 agonist qHTS, biochemical assay; response scale: 100% = response to 6.5 mM cAMP; further: potency means the concentration at half of the fitted maximal effect; nearly all actives have a fitted effect of over 60% in size
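Read-out is the fluorescence drop as BODIPY-GDP leaves Rap1B (480 nm excitation, 540 nm emission), recorded every 5 minutes over 30 minutes. Reactions held 100 nM EPAC1, 250 nM Rap1B–BODIPY-GDP and 50 uM GDP, with 6.5 mM cAMP setting full activation.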
PI5P4K alpha inh: PI5P4K alpha (human) kinase inhibition | P48426 | PI5P4Kalpha enzyme, ADP-Glo luminescence, 60 min; stronger effect = lower value | max response, % | actives 1.2% (n = 330,000); active means max response of -50% or lower; inconclusive means between -30% and -50%; inactive means -30% or higher; further: value at the top dose of about 77 µM; on the % scale 0 is the no-effect control and ±100 the full control effect
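Compounds were pin-transferred onto PI5P4Kalpha and substrate in HEPES pH 7.4 buffer with EGTA, CHAPS and 5% DMSO. ATP (5 microM final) started the reaction, which ran 60 minutes at room temperature before ADP-Glo detection.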
The depositor's hits bear a star; [ ] = dose if it differs, or a comment. Unless noted, the call rests on the fitted dose curve; in most records, active means well fitted curve in the direction sought with a large enough effect; inconclusive means small, poorly fitted or top-dose-only effect, or another doubt; inactive means no such curve, though single readings can be large; an effect the other way counts as inactive or inconclusive.

How did CC1(C(=O)NCc2ccccc2)CSCC(=O)N1Cc1ccco1 (centres undefined) do in these assays?
IL2 activator: -0.8; PLK1 PBD inh: -8%; Abeta yeast res: -9%; WRN inhibitor: 4%; EPAC1 antag: 1%; FUS suppressor: -1%; EPAC1 ag: 3%; PI5P4K alpha inh: 8

How did COc1ccc(-c2csc(NC(=O)CN3C(=O)C4CC=CCC4C3=O)n2)cc1 (centres undefined) do in these assays?
IL2 activator: 0.9; PLK1 PBD inh: -5%; Abeta yeast res: -10%; WRN inhibitor: 3%; EPAC1 antag: 14%; FUS suppressor: 13%; EPAC1 ag: -7%; PI5P4K alpha inh: -15

Results for O=C(NCc1ccco1)C1Cc2c(-c3ccccc3Oc3ccccc3)ccnc2O1 (centres undefined) ?
IL2 activator: 0.1; PLK1 PBD inh: -7%; Abeta yeast res: -4%; WRN inhibitor: -9%; EPAC1 antag: inconclusive; FUS suppressor: 41%; EPAC1 ag: 12%; PI5P4K alpha inh: -20

How did CSc1nc(C2CC2)cc(-c2cccs2)c1C#N do in these assays?
IL2 activator: -0.6; PLK1 PBD inh: -6%; Abeta yeast res: 3%; WRN inhibitor: -16%; EPAC1 antag: -12%; FUS suppressor: 2%; EPAC1 ag: 22%

What do the screens show for `CCOC(=O)N1CCN(c2cc3nccnc3cc2F)CC1`?
IL2 activator: -1.1; PLK1 PBD inh: -10%; Abeta yeast res: -33%; WRN inhibitor: 4%; EPAC1 antag: -2%; FUS suppressor: 8%; EPAC1 ag: 3%

What do the screens show for `O=C1/C(=C/c2cccs2)SC(=S)N1CCC(=O)N1CCCCC1CCO` (centres undefined)?
IL2 activator: -3.1; PLK1 PBD inh: -18%; Abeta yeast res: -5%; WRN inhibitor: -8%; EPAC1 antag: -4%; FUS suppressor: 11%; EPAC1 ag: -6%; PI5P4K alpha inh: -4

Results for CN1CCN(C(=O)CSc2nc(-c3ccco3)cc(C(F)(F)F)n2)CC1 ?
IL2 activator: 0.2; PLK1 PBD inh: -2%; Abeta yeast res: 3%; WRN inhibitor: 5%; EPAC1 antag: 11%; FUS suppressor: -13%; EPAC1 ag: -3%; PI5P4K alpha inh: 1

Results for CC(C)(C)N(Cc1ccccc1)C(=O)CSc1ncn[nH]1 ?
IL2 activator: -3.2; PLK1 PBD inh: -4%; Abeta yeast res: -15%; WRN inhibitor: -24%; EPAC1 antag: -5%; FUS suppressor: 11%; EPAC1 ag: -3%; PI5P4K alpha inh: -11

Results for CC(=O)NN1C(=O)c2ccccc2NC1c1ccccc1F (centres undefined) ?
IL2 activator: 2.7; PLK1 PBD inh: -5%; Abeta yeast res: 8%; WRN inhibitor: 3%; EPAC1 antag: 3%; FUS suppressor: -35%; EPAC1 ag: 8%; PI5P4K alpha inh: 8

How did CC(C)C1Nc2c(O)cc(Cl)c([N+](=O)[O-])c2C2C=CCC21 (centres undefined) do in these assays?
IL2 activator: 1.8; PLK1 PBD inh: inconclusive; Abeta yeast res: -94%[inhibitor]; WRN inhibitor: -3%[11.6 µM]; EPAC1 antag: 3%; FUS suppressor: 12%; EPAC1 ag: 18%; PI5P4K alpha inh: -26

Results for CC(C)(C)c1ccc(NC(=O)N2CCCN(c3c(Cl)cncc3Cl)CC2)cc1 ?
IL2 activator: -0.5; PLK1 PBD inh: -6%; Abeta yeast res: 6%; WRN inhibitor: -16%; EPAC1 antag: 14%; FUS suppressor: 23%; EPAC1 ag: 1%; PI5P4K alpha inh: -7

How did O=C(c1ccc(Cl)cc1)N1CCN(c2ccc([N+](=O)[O-])c(NCc3cccnc3)c2)CC1 do in these assays?
IL2 activator: -2.0; PLK1 PBD inh: -8%; Abeta yeast res: -18%; WRN inhibitor: 7%; EPAC1 antag: 4%; FUS suppressor: 47%; EPAC1 ag: 2%; PI5P4K alpha inh: 7

Results for COc1ccccc1NC(=O)C(=O)N/N=C(\C)CC(=O)Nc1ccccn1 ?
IL2 activator: -2.9; PLK1 PBD inh: 1%; Abeta yeast res: -6%; WRN inhibitor: 8%; EPAC1 antag: -18%; FUS suppressor: -17%; EPAC1 ag: -3%; PI5P4K alpha inh: 4

How did Cc1ccc(C(=O)NC(=S)N(C)C2CCCCC2)cc1 do in these assays?
IL2 activator: -1.5; PLK1 PBD inh: 2%; Abeta yeast res: 10%; WRN inhibitor: 9%; EPAC1 antag: -9%; FUS suppressor: 19%; EPAC1 ag: 1%; PI5P4K alpha inh: -6

Results for Nc1cc2c(cc1[N+](=O)[O-])-c1ccccc1C2=NO ?
IL2 activator: 1.3; PLK1 PBD inh: 2%; Abeta yeast res: -36%; WRN inhibitor: inconclusive; EPAC1 antag: 4%; EPAC1 ag: 5%; PI5P4K alpha inh: 1

Results for CCCOc1ccc(OCCOCCN2CCc3ccccc3C2)cc1 ?
IL2 activator: -3.5; PLK1 PBD inh: 0%; Abeta yeast res: 15%; WRN inhibitor: -1%; EPAC1 antag: 1%; FUS suppressor: -1%; EPAC1 ag: 10%; PI5P4K alpha inh: 1

How did Cc1cccc(NC(=O)CN2CCN(CC(=O)Nc3ccc(-c4ccccc4)cc3)CC2)c1C do in these assays?
IL2 activator: 0.7; PLK1 PBD inh: -2%; Abeta yeast res: 4%; WRN inhibitor: 4%; EPAC1 antag: 9%; FUS suppressor: 12%; EPAC1 ag: -2%; PI5P4K alpha inh: 3

What do the screens show for `COc1ccc(Cn2nnnc2C(c2cc3cccc(C)c3[nH]c2=O)N2CCOCC2)cc1` (centres undefined)?
IL2 activator: 0.7; PLK1 PBD inh: -1%; Abeta yeast res: 14%; WRN inhibitor: 7%; EPAC1 antag: 10%; FUS suppressor: 23%; EPAC1 ag: -4%

Results for CC12CCC(=O)N1C(C(=O)Nc1cccc(S(=O)(=O)N3CCCCC3)c1)CS2 (centres undefined) ?
IL2 activator: 2.1; PLK1 PBD inh: -5%; Abeta yeast res: 3%; WRN inhibitor: -18%; EPAC1 antag: -7%; FUS suppressor: 30%; EPAC1 ag: 40%; PI5P4K alpha inh: -11

Results for CCN(CC)CCOc1ccc(-c2c(C)c3c(ccc4ccccc43)oc2=O)cc1 ?
IL2 activator: -1.0; PLK1 PBD inh: -9%; Abeta yeast res: -3%; WRN inhibitor: 2%; EPAC1 antag: 6%; FUS suppressor: -20%; EPAC1 ag: 6%; PI5P4K alpha inh: -7

Fetched by structure from the list above (two):
Results for O=C(NCc1ccco1)C1Cc2c(-c3ccccc3Oc3ccccc3)ccnc2O1 (centres undefined) ?
IL2 activator: 0.1; PLK1 PBD inh: -7%; Abeta yeast res: -4%; WRN inhibitor: -9%; EPAC1 antag: inconclusive; FUS suppressor: 41%; EPAC1 ag: 12%; PI5P4K alpha inh: -20

How did Cc1cccc(NC(=O)CN2CCN(CC(=O)Nc3ccc(-c4ccccc4)cc3)CC2)c1C do in these assays?
IL2 activator: 0.7; PLK1 PBD inh: -2%; Abeta yeast res: 4%; WRN inhibitor: 4%; EPAC1 antag: 9%; FUS suppressor: 12%; EPAC1 ag: -2%; PI5P4K alpha inh: 3

Remaining list, next part.
How did COc1ccc(S(=O)(=O)N(CC(=O)NCc2cccnc2)Cc2ccccc2)cc1 do in these assays?
IL2 activator: 2.3; PLK1 PBD inh: -13%; Abeta yeast res: 0%; WRN inhibitor: 7%; EPAC1 antag: 3%; FUS suppressor: 7%; EPAC1 ag: 7%; PI5P4K alpha inh: 7

Results for Cc1cc(OCC(=O)NCCCN2CCOCC2)cc(C)c1Cl ?
IL2 activator: 1.3; PLK1 PBD inh: -3%; Abeta yeast res: 5%; WRN inhibitor: 7%; EPAC1 antag: -11%; FUS suppressor: 1%; EPAC1 ag: 0%; PI5P4K alpha inh: 6

How did COc1ccccc1CN1CCCC(C(=O)N(C)Cc2ccccc2)C1 (centres undefined) do in these assays?
IL2 activator: -2.0; PLK1 PBD inh: 3%; Abeta yeast res: 6%; WRN inhibitor: -7%; EPAC1 antag: -8%; EPAC1 ag: -6%; PI5P4K alpha inh: 5

What do the screens show for `O=C(COC(=O)c1ccccc1SCC(=O)N1CCCC1)NCc1ccc(F)cc1`?
IL2 activator: 1.5; PLK1 PBD inh: -19%; Abeta yeast res: -4%; WRN inhibitor: 11%; EPAC1 antag: -18%; FUS suppressor: -6%; EPAC1 ag: 13%; PI5P4K alpha inh: 0

Results for CNC(=O)/C(C#N)=C/c1cc(C)n(-c2ccc(N3CCOCC3)cc2)c1C ?
IL2 activator: -0.3; PLK1 PBD inh: -2%; Abeta yeast res: -4%; WRN inhibitor: -5%; EPAC1 antag: 9%; FUS suppressor: 4%; EPAC1 ag: 13%; PI5P4K alpha inh: 6

Results for O=C(Nc1cccc(S(=O)(=O)N2CCCCC2)c1)c1cncc(Br)c1 ?
IL2 activator: -0.5; PLK1 PBD inh: -11%; Abeta yeast res: 17%; WRN inhibitor: -9%; EPAC1 antag: -15%; FUS suppressor: 27%; EPAC1 ag: 19%; PI5P4K alpha inh: -4

Results for O=C(CCc1nc(-c2ccc(F)cc2)no1)NCc1ccccc1CN1CCOCC1 ?
IL2 activator: -1.1; PLK1 PBD inh: 3%; Abeta yeast res: -6%; WRN inhibitor: 2%; EPAC1 antag: 7%; FUS suppressor: 0%; EPAC1 ag: 1%; PI5P4K alpha inh: 1

Results for N#Cc1c(N)n(CCOC(=O)c2cccc(Br)c2)c2nc3ccccc3nc12 ?
IL2 activator: -0.2; PLK1 PBD inh: -3%; Abeta yeast res: 3%; WRN inhibitor: 3%; EPAC1 antag: 2%; FUS suppressor: 13%; EPAC1 ag: -3%; PI5P4K alpha inh: -5

How did c1ccc(-c2nnc(-c3ccncc3)nc2-c2ccccc2)cc1 do in these assays?
IL2 activator: 2.9; PLK1 PBD inh: -14%; Abeta yeast res: -39%[inhibitor]; WRN inhibitor: -8%; EPAC1 antag: 7%; FUS suppressor: 5%; EPAC1 ag: 11%; PI5P4K alpha inh: -2

What do the screens show for `CC(C)C[C@H]1COc2cccc(N3CCC[C@@H]3CO)c2S(=O)(=O)N1`?
IL2 activator: 0.1; PLK1 PBD inh: -9%; Abeta yeast res: -10%; WRN inhibitor: 2%; EPAC1 antag: 4%; FUS suppressor: 10%; EPAC1 ag: 5%; PI5P4K alpha inh: 3

How did Cc1ccc(NC(=O)CCC(=O)N/N=C/c2ccc([N+](=O)[O-])o2)cc1C do in these assays?
IL2 activator: -0.4; PLK1 PBD inh: -2%; Abeta yeast res: -2%; WRN inhibitor: -12%; EPAC1 antag: 5%; FUS suppressor: 10%; EPAC1 ag: 4%; PI5P4K alpha inh: -12

Compound activity (PubChem)

This is a random part of the collection (roughly 4.1% active in at least one column).
